FLuc modulator – firefly luciferase modulation, counter-screen for miR-21 project; P08659; purified FLuc, Km substrates, luminescence inhibition; Potency, µM (top dose mostly 57.5 µM), for the others: at the top dose activity change, negative = inhibition, hits mostly inhibitors; hit rate 6.9% among 360,000;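 further: plate controls were vehicle for no effect and reference inhibitor for full effect; nearly all actives have a fitted effect of over 55% in size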
Target sequence (P08659 whole entry, looked up): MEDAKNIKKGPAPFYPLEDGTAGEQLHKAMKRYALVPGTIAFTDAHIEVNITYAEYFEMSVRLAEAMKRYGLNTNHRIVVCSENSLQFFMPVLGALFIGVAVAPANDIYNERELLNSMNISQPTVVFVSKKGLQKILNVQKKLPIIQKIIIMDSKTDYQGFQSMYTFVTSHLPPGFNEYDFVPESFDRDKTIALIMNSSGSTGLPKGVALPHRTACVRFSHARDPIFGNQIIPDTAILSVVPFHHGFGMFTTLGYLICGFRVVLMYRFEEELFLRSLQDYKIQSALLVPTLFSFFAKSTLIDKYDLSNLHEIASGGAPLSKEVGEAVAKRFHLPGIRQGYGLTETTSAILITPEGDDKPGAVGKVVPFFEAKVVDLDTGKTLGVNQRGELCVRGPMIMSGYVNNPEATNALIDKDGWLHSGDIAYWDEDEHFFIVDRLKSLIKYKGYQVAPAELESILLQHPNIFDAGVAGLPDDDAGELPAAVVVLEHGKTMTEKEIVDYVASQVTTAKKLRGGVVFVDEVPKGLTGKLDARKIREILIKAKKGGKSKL
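Purified P. pyralis luciferase, 10 nM final, with Km-level 10 uM D-luciferin and 10 uM ATP in 50 mM Tris acetate pH 7.5, 10 mM Mg acetate, 0.01% Tween-20, 0.05% BSA; 6-point qHTS titration about 60 µM downward; luminescence read.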
MBNL1-CUG inh – MBNL1-poly(CUG) RNA binding inhibition; AID 2675; hit rate 0.036% among 280,000; TR-FRET MBNL1-His/biotin-(CUG)12 binding, 665/545 ratio; Potency, µM (doses to about 57.5 µM), for the others: top-dose activity change, negative = inhibition, most hits filed as inhibitors; active means well fitted inhibition curve with a large enough effect in the signal ratio, with a control signal flat, not every such curve was filed as active; inconclusive means small, poorly fitted or top-dose-only effect, or effect the other way, or a change in a side signal; inactive means no such curve, though single readings can be large or run the other way; the % refers to the signal ratio; further: on the % scale 0 is the no-effect control and ±100 the full control effect
Target sequence (Q9NR56 whole entry, looked up): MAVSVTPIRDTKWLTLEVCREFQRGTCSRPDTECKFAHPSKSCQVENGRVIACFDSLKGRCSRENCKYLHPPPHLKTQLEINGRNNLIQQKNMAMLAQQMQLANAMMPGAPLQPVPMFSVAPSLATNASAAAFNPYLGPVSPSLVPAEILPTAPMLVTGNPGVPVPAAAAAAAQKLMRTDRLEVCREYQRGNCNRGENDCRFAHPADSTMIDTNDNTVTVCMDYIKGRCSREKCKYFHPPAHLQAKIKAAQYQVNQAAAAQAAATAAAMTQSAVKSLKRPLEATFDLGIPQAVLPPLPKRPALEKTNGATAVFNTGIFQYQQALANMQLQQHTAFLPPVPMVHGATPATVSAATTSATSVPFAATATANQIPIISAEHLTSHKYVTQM
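His-tagged MBNL1 binding to biotinylated (CUG)12 RNA was measured by TR-FRET using terbium anti-His antibody (0.055 ng/ul final) and streptavidin-XL665 (5 nM final). Compounds were titrated 92 nM to 58 uM; 60 min at room temperature.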
Rab9 promoter act – Rab9 promoter activation. Huh7 Rab9 promoter-luciferase reporter, luminescence, 24 h. Potency, µM (doses to about 9.22 µM), for the others: at the highest dose activation, negative = inhibition, hits mostly activators. hit rate 2.8% among 320,000. AID 485297; further: % of control where 0% means no effect; nearly all actives have a fitted effect of over 60% in size
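Measured in stably transfected Huh7 cells bearing a Rab9 promoter–luciferase construct: 24 h compound treatment at 37 °C, followed by luminescence detection.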
uPA surface inh – cell surface uPA generation inhibition. cell surface uPA generation assay, qHTS. hit rate 0.31% among 330,000. Potency, µM (doses to about 38.3 µM), without a hit: top-dose activity change, negative = inhibition, hits mostly inhibitors; active means well fitted inhibition curve with a large enough effect; inconclusive means small, poorly fitted or top-dose-only effect; inactive means no such curve, though single readings can be large or run the other way; tested in mouse RAW 264.7 cells; further: on the % scale 0 is the no-effect control and ±100 the full control effect; nearly all actives have a fitted effect of over 55% in size
p53 reactivation – restores transcriptional activity of mutant p53; H1299 p53-A138V BP100-luciferase reporter, luminescence, 24 h; Potency, µM (highest dose often 92.2 µM), inactives show top-dose activity change, positive = activation, actives largely listed as activators; hit rate 0.063% among 320,000; AID 504706; further: % of control where 0% means no effect; nearly all actives have a fitted effect of over 45% in size
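H1299 (p53-null), stable ts p53-A138V + BP100-Luc; 1000 cells/well, Opti-MEM/10% FBS; cpd 4 pt, 1:5; 24 h, 37 deg C, 5% CO2; detection reagent 10 min RT; luminescence.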
VP16 counter – inhibits Gal4-VP16 luciferase reporter, ROR gamma counter-screen; Drosophila S2 Gal4-VP16 UAS-luciferase, luminescence, 20 h; Potency, µM (doses to about 53.6 µM), inactives show at the top dose activity, negative = inhibition, usual class: inhibitors; hit rate 3.5% among 310,000;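 further: Gal4-VP16 expression switched on by copper sulfate through the metallothionein promoter; on the % scale 0 is the no-effect control and ±100 the full control effect; nearly all actives have a fitted effect of over 50% in size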
NPC1 promoter act – activators of NPC1 promoter; AID 485313; hit rate 2.4% among 320,000; Potency, µM (titrated, usually from 9.22 µM), without a hit: top-dose activation, actives largely listed as activators; Huh7 NPC1 promoter luciferase reporter, 24 h;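 further: % of control where 0% means no effect; nearly all actives have a fitted effect of over 60% in size; reporter is driven by a mutant NPC1 promoter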
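NPC1 promoter–luciferase Huh7 cells; 24 h compound; luminescence.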
BRCA1 expr act – activators of BRCA1 expression; MCF7-BRCA1-FFLuc reporter, luminescence, 48 h; response scale: scaled: vehicle 0%, 10 µM genistein 100%; Potency, µM (titrated, usually from 46.1 µM), for the others: top-dose activation, usual class: activators; hit rate 1.1% among 380,000; AID 624202; further: nearly all actives have a fitted effect of over 80% in size; some results filed as inactive show a strong effect at the top dose
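Luminescence from a BRCA1-driven firefly luciferase in MCF7 cells was read after 48 h compound exposure at 37 C. Data normalized against DMSO and a 10microM genistein activation control, then curve-fitted across the titration.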
ELG1 genotox – genotoxicity induction in ELG1-luciferase HEK293T cells; hit rate 1.3% among 330,000; Potency, µM (doses to about 46 µM), inactives show top-dose activity change, positive = activation, most hits filed as activators; HEK293T ELG1-luciferase reporter, luminescence, 16 h; AID 504466; further: % of control where 0% means no effect; nearly all actives have a fitted effect of over 60% in size
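Luminescence read-out: rising ELG1-luciferase signal, reflecting elevated ELG1 protein under genetic stress, flags genotoxic compounds. Cells were treated for 16 hr at 37 °C before ONE-Glo detection.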
RORgamma inh – inhibitors of mouse ROR gamma transcriptional activity | P51450 | Drosophila S2 Gal4-RORgamma UAS-luciferase reporter, 20 h | Potency, µM (doses to about 53.6 µM), for inactives: at the highest dose activity change, negative = inhibition, hits mostly inhibitors | hit rate 5.4% among 310,000 | AID 2551; further: on the % scale 0 is the no-effect control and ±100 the full control effect; nearly all actives have a fitted effect of over 60% in size
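Using a luciferase readout, inhibitors were identified by reduced reporter activity in Drosophila cells coexpressing a copper-inducible Gal4–ROR gamma fusion and UAS-driven Photinus luciferase, incubated 20 hr after 700 uM copper sulfate.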
Starred values were filed as active, the others as inactive; ? = inconclusive; . = not tested or not shown; [ ] = dose if it differs, or a comment. Unless noted, the call rests on the fitted dose curve; in most records, active means well fitted curve in the direction sought with a large enough effect; inconclusive means small, poorly fitted or top-dose-only effect, or another doubt; inactive means no such curve, though single readings can be large; an effect the other way counts as inactive or inconclusive. Potency means the concentration at half of the fitted maximal effect.

SMILES | FLuc modulator | MBNL1-CUG inh | Rab9 promoter act | uPA surface inh | p53 reactivation | VP16 counter | NPC1 promoter act | BRCA1 expr act | ELG1 genotox | RORgamma inh
Cc1ccc(Cn2ccc(=O)c(Cc3c(Cl)cccc3Cl)c2C)cc1 | 0% | -16% | -2% | 3% | -4% | -14% | 1% | -13% | -2% | 28%
CCc1nnc(NC(=O)CCC(=O)N2CCN(S(=O)(=O)c3ccc(OC)cc3)CC2)s1 | 2% | -1% | -5% | 2% | -6% | -9% | 0% | 12% | 0% | 1%
O=C(NC1CCCc2c1cnn2-c1cc(F)cc(F)c1)c1cc[n+]([O-])cc1 (stereo unspecified) | 5% | 0% | 3% | -3% | -12% | -9% | -4% | -8% | 4% | 4%
O=S(=O)(c1ccc(Br)cc1)N1CCN=C1SCc1cccnc1 | 2% | -2% | 3% | -17% | -1% | -12% | -1% | 2% | -9% | 22%
CCC(=O)c1ccc(OCC(=O)N2CCN(c3ncccn3)CC2)cc1 | 0% | . | -4% | 9% | -2% | . | 1% | -17% | -6% | .
N/C(=C/C(=O)c1ccccc1O)C(F)(F)F | ? | -10% | 6% | -3% | 7% | ? | 13% | -5% | 3% | -5%
O/N=C1\CC(O)Cc2nonc21 (stereo unspecified) | 0% | -5% | 11% | 2% | -4% | 3% | -2% | 11% | 2% | -11%
COc1cccc(NC(=O)CN(C)C(=O)c2ccc(NS(=O)(=O)c3ccc(F)cc3)cc2)c1 | ? | . | -1% | 4% | 14% | . | 4% | 2% | 1% | .
CCCn1nnnc1NC(=O)c1cc(Br)ccc1OC | 3% | -1% | -2% | 1% | 7% | 5.6µM* | 1% | 5% | -1% | 3.2µM*
COc1ccc(OC)c(C(=O)N2CCC(C(=O)c3ccc(F)cc3)CC2)c1 | 0% | -13% | -4% | -6% | -1% | 6% | -3% | -31% | -5% | ?
O=c1[nH]c(SCc2ccccc2)nc2c1sc1ccccc12 | -7% | 1% | 2% | 2% | -2% | -7% | 0% | -16% | 4% | 2%
Cc1nc2ccccc2c(=O)n1NC(=O)C1CC1 | -2% | 0% | -1% | 4% | 4% | 0% | -1% | 7% | 2% | 7%

Ordered by molecular weight (high to low): some entries from above
SMILES | FLuc modulator | MBNL1-CUG inh | Rab9 promoter act | uPA surface inh | p53 reactivation | VP16 counter | NPC1 promoter act | BRCA1 expr act | ELG1 genotox | RORgamma inh
CCc1nnc(NC(=O)CCC(=O)N2CCN(S(=O)(=O)c3ccc(OC)cc3)CC2)s1 | 2% | -1% | -5% | 2% | -6% | -9% | 0% | 12% | 0% | 1%
Cc1ccc(Cn2ccc(=O)c(Cc3c(Cl)cccc3Cl)c2C)cc1 | 0% | -16% | -2% | 3% | -4% | -14% | 1% | -13% | -2% | 28%
COc1ccc(OC)c(C(=O)N2CCC(C(=O)c3ccc(F)cc3)CC2)c1 | 0% | -13% | -4% | -6% | -1% | 6% | -3% | -31% | -5% | ?
O=C(NC1CCCc2c1cnn2-c1cc(F)cc(F)c1)c1cc[n+]([O-])cc1 (stereo unspecified) | 5% | 0% | 3% | -3% | -12% | -9% | -4% | -8% | 4% | 4%
CCCn1nnnc1NC(=O)c1cc(Br)ccc1OC | 3% | -1% | -2% | 1% | 7% | 5.6µM* | 1% | 5% | -1% | 3.2µM*
Cc1nc2ccccc2c(=O)n1NC(=O)C1CC1 | -2% | 0% | -1% | 4% | 4% | 0% | -1% | 7% | 2% | 7%
N/C(=C/C(=O)c1ccccc1O)C(F)(F)F | ? | -10% | 6% | -3% | 7% | ? | 13% | -5% | 3% | -5%

(list continues)
SMILES | FLuc modulator | MBNL1-CUG inh | Rab9 promoter act | uPA surface inh | p53 reactivation | VP16 counter | NPC1 promoter act | BRCA1 expr act | ELG1 genotox | RORgamma inh
CN1CCN(S(=O)(=O)c2ccc(Nc3ccc(F)cc3)nc2)CC1 | 2% | . | 5% | 1% | -6% | . | -3% | -18% | 1% | .
O=C(O)c1cccc(N2C(=S)N=C(Nc3ccccc3)C23CCCCC3)c1 | 3% | 2% | 4% | -8% | 4% | 16%[10 µM] | -2% | 16% | -5% | -1%
O=C(COC(=O)c1ccc(F)c([N+](=O)[O-])c1)NC(=O)NCc1ccccc1 | . | . | . | -8% | -22% | . | . | -98%[inhibitor] | -10% | .
Cc1ccc(C)c(C(=O)Cn2c(NCCO)nc3ccccc32)c1 | 0% | -12% | -4% | -14% | -5% | 1% | -7% | -2% | -3% | -14%
CN1CC(=O)N(CC(=O)Nc2ccc(F)cc2)c2ccccc2C1=O | 0% | -1% | -6% | -2% | 0% | 1% | 1% | -7% | -3% | -14%
O=C(O)Cn1cc(C(=O)C2CC2)c2ccccc21 | 3% | 5% | 2% | 0% | -2% | 9% | -1% | 5% | 0% | 7%
Cc1ccc(N=Cc2nc(-c3ccco3)oc2O)cc1 | 4.3µM* | ? | 8% | -18% | ? | -20% | 1% | 33% | ? | -22%
Cc1ccc(NC(=O)COC(=O)CCC(=O)c2cccs2)c(C)c1 | 4% | . | 0% | 4% | -3% | 4% | -6% | 0% | 1% | 1%
COc1cccc(C(=O)Nc2cc(NC(=O)c3ccco3)ccc2OC)c1 | ? | -4% | -9% | 4% | -23% | 13% | 2% | 4% | 3% | 10%
COc1nn(CC(=O)N2N=C(C)CC2(O)C(F)F)cc1[N+](=O)[O-] (stereo unspecified) | -2% | 7% | -2% | -1% | 9% | -7% | -3% | 6% | 0% | -29%
CN1CCC2(CC1)Nc1nc(SCc3ccc(Cl)cc3)nn1C1=C2CN(C)CC1 | 6% | 5% | -6% | 1% | -6% | -5% | -2% | -43% | -3% | -43%
CC1(C)C2CC=C(/C=N/NC(=S)Nc3cccnc3)C1C2 (stereo unspecified) | -3% | 2% | -3% | 3% | -2% | 1.3µM* | 0% | -22% | 0% | 0.5µM*
COc1ccc(C)cc1Nc1nc(-c2c[nH]c3ccccc23)cs1 | ? | . | 1% | -1% | 1% | -1% | 0% | -45% | 2% | -2%[10 µM]
O=C(C[n+]1ccncc1)c1ccccc1 | -6% | -1% | 19% | -1% | 3% | -6% | -2% | 5% | 4% | -30%
O=C(CCCc1c[nH]c2ccccc12)N[C@@H](Cc1c[nH]c2ccccc12)C(=O)O | 1% | -4% | 6% | 6% | 2% | 3% | -4% | 6% | -2% | -2%
COC(=O)c1ccc(N2NC(=O)/C(=C/c3cc(OC)c(O)c(OC)c3)C2=O)cc1 | 8.5µM* | -4% | -9%[1.84 µM] | 3% | 3% | 1% | 2% | -5% | 0% | 30%
O=S(=O)(c1ccc2ccccc2c1)N1CCN(C(=S)Nc2ccccc2F)CC1 | -3% | -2% | -1% | -5% | -2% | 7% | -1% | -26% | -6% | 21%
Cn1c(=O)c2c(nc(N3CCOCC3)n2CCCNC2=NCCCCC2)n(C)c1=O | 2% | -5% | -4% | 2% | -2% | -7% | 0% | 0%[1.84 µM] | 1% | 3%
Cc1cc(C)c2nc(NC(=O)c3cc(C)on3)sc2c1 | ? | 35%[activator] | -1% | 4% | 0% | ? | -5% | 10% | 15% | 4.5µM*
COc1ccc(C(=O)Nc2ccnn2C2CCN(CC3CC=CCC3)CC2)cc1 (stereo unspecified) | 6% | 1% | -5% | 7% | 17% | 0% | 2% | -7% | 7% | -3%
CCN(CC)S(=O)(=O)c1ccc(N2CCOCC2)c(NC(=O)c2ccc(NC(C)=O)cc2)c1 | 5% | -7% | 0% | -8% | -2% | -3% | -1% | 0% | 0% | 0%
O=C(NNc1ncnc2sccc12)c1ccc(Cl)cc1 | -15% | -2% | -9% | -1% | 12% | ? | -3% | -12% | -6% | ?
CCN(CC)c1ccc(NC(=O)c2c(C)noc2C)cc1 | -11% | 1% | 5% | -1% | 11% | 6% | 4% | 70% | 10% | 7%
Cc1ccc(C)c(CSc2nc(-c3ccco3)nc3c2c(=O)n(C)c(=O)n3C)c1 | 1% | -1% | -3% | . | -3% | -5% | -3% | . | 0% | 4%
Cc1oc(S(=O)(=O)N2CCCC2)cc1C(=O)Nc1ccccc1 | 0% | -4% | -10% | -2% | -3% | 2% | -2% | -12% | -6% | 22%
CC(=O)Nc1cccc(NC(=O)CSc2nnc(Cc3cccn3C)n2CCc2ccccc2)c1 | -2% | -3% | 1% | . | 3% | 15% | 1% | 2% | -1% | 22%
NS(=O)(=O)c1cccc(NC(=O)CSc2nc3ccccc3[nH]2)c1 | -19% | . | 11% | 3% | -2% | -2% | -1% | 48% | 0% | -3%
O=C(COC(=O)Cc1ccc(Cl)cc1Cl)NC1CC1 | . | . | . | 0% | 2% | . | . | -1% | -2% | .
C=CCn1c(=S)[nH]c2scc(-c3ccc(C)o3)c2c1=O | ? | 32%[activator] | -2% | -10% | 3% | 1.3µM* | -1% | -66% | -9% | 0.28µM*
COc1ccc(NC(=O)CSc2nnc(C)n2C2CCCCC2)cc1 | 3% | -8% | -2% | -2% | 1% | 1% | 3% | 18% | 7% | -22%
Fc1ccc(NC(=S)Nc2cccc3ccccc23)cc1 | -4% | 22% | 11% | -3% | . | ? | 1% | -38% | 0% | ?
O=C(O)C1=C[C@@H](C2CC2)C[C@@H](OCc2ccc(CO)cc2)O1 | 0% | 3% | 0% | 17% | -1% | -2% | 1% | 14% | 0% | -18%
